Screens deposited in PubChem BioAssay by Sanford-Burnham Center for Chemical Genomics.
Apaf-1 inh: blocks human Apaf-1 apoptosome activity; O14727; reconstituted apoptosome caspase-3 activity, DEVD-Rh110 fluorescence; inhibition, % at 20 µM; actives 0.71% (n = 330,000); AID 489030; active = inhibition of at least 40% at 20 µM;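 note: plate controls were DMSO wells for no effect and DEVD-CHO caspase inhibitor wells for full effect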
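Medium: Hepes buffer, pH 7.5 / System: biochemical Apaf-1 apoptosome reconstitution / Measured by: Rh110 fluorescence, excitation 480 nm, emission 540 nm / Times: compound with Apaf-1, dATP, procaspase-3 30 min, then 50 min reaction, room temperature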
SENP8 block-1: blocks the human protease SENP8; Q96LD8; purified SENP8, Z-RLRGG-aminoluciferin cleavage, luminescence; inhibition, % at 10 µM; actives 1.2% (n = 330,000); AID 2540; in the data active = inhibition above about 50%
Target sequence (Q96LD8 whole entry, looked up): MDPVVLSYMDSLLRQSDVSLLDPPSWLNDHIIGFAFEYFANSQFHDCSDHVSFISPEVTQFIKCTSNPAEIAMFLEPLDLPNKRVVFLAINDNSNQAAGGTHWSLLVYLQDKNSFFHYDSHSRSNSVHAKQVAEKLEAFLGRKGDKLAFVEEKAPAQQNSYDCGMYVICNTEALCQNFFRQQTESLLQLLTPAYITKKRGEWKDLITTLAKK
PfG6PD inh: PfG6PD (Plasmodium falciparum) enzyme inhibition | PfGluPho enzyme, NADPH resazurin-diaphorase fluorescence | inhibition, % at 20 µM | actives 0.78% (n = 350,000) | AID 504690;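 active = inhibition reaching at least a set limit at 20 µM in the primary screen, cut at about 59% in these data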;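 note: 0% = DMSO wells with substrate and 100% = DMSO wells lacking glucose-6-phosphate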
SENP7 inh: blocks the human protease SENP7; Q9BQF6; recombinant SENP7, Z-RLRGG-aminoluciferin luminescence, 40 min; inhibition, % at 5 µM; actives 1.5% (n = 330,000);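 active = inhibition above about 50% at the single test dose, limit read from the data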;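 note: plate controls were DMSO with enzyme for no effect and no enzyme buffer wells for full effect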
SENP1 FRET inh: SENP1 (human) catalytic domain inhibition; recombinant SENP1 catalytic domain, CyPet-SUMO1-YPet FRET cleavage; inhibition, % at 10 µM; actives 0.21% (n = 360,000);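 active = inhibition at least 30% at 10 µM, raw YFP signal under a set limit, fluorescence ratio 0.5 to 1.5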;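 note: 0% = enzyme with DMSO and 100% = no enzyme wells; some results filed as inactive read as strong as hits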
Target sequence (Q9P0U3 419-644 limits assumed): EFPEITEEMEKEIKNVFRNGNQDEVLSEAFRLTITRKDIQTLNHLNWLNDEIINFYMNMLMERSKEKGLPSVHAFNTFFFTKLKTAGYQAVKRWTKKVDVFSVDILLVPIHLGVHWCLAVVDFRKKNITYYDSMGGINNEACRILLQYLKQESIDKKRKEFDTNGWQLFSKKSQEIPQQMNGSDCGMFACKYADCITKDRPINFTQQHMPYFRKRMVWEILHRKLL
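Compound: 10 µM single point, 0.5% DMSO; Test system: hSENP1 catalytic domain, recombinant; Timing: 50 min reaction at room temperature; Technique: FRET, CFP and YFP emission; Control set: no-enzyme wells low, DMSO-plus-enzyme wells high control.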
SENP6 inh: blocks the human protease SENP6. Q9GZR1. Recombinant SENP6 catalytic domain, aminoluciferin luminescence. inhibition, % at 10 µM. actives 1.8% (n = 330,000). AID 2599;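 active = inhibition above about 50% at the single tested dose, limit read from the data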;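 note: plate controls were DMSO wells with enzyme for no effect and DMSO wells lacking enzyme for full effect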
Target sequence (Q9GZR1 628-1112 limits assumed): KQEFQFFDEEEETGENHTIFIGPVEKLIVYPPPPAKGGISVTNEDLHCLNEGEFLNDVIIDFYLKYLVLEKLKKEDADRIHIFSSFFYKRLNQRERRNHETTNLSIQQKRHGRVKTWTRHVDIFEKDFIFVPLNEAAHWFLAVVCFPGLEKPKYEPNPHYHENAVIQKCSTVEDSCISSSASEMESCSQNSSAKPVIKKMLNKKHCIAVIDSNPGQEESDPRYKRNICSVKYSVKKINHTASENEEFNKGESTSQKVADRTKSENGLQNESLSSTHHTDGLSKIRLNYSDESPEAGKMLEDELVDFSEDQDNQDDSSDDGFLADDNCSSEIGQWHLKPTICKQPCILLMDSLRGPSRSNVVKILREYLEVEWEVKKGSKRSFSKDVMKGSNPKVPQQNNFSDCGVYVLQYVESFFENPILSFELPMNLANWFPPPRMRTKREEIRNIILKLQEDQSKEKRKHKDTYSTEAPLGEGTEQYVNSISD
SENP8 block-2: inhibitors of human SENP8 protease. recombinant SENP8, Nedd8 substrate fluorescence. inhibition, % at 20 µM. actives 0.64% (n = 360,000). AID 602440; in the data active = inhibition mostly above about 40%, no sharp cut-off; inactive = mostly below about 27%
HKDC1 inh: inhibitors of human hexokinase HKDC1; Q2TB90; recombinant HKDC1, G6PDH/diaphorase resazurin coupled fluorescence; inhibition, % at 20 µM; actives 0.16% (n = 340,000); AID 493160;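 active = inhibition above about 35% when tested at 20 µM, limit read from the data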;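 note: plate controls were DMSO wells with enzyme for no effect and DMSO wells lacking enzyme for full effect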
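test system = in-house recombinant HK5 (HKDC1) enzyme | amount = HKDC1 at 5 µg/mL | control set = DMSO-enzyme wells negative, buffer-substituted wells positive | compound = one dose of 20 µM, 1% DMSO | schedule = reaction time 90 min, room temperature, protected from light | technique = resorufin fluorescence at 613 nm | reagent = glucose with 1 mM ATP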
The depositor's hits bear a star; x = no result given; & = joins results of further samples. Compounds were not picked by outcome; about 3.6% have a hit in one of these screens.

SMILES	Apaf-1 inh	SENP8 block-1	PfG6PD inh	SENP7 inh	SENP1 FRET inh	SENP6 inh	SENP8 block-2	HKDC1 inh
COc1ccc(Nc2oc(-c3ccc(F)cc3)nc2C#N)cc1	3	-4	2	4	0	9	-170	-4
CC(C)NC(=O)NS(=O)(=O)c1cnccc1NC1CC2CCC1C2 (stereo not drawn)	-6	-1	3	6	0	2	35	-4
CCOC(=O)c1nc(-c2ccc(OC)c(OC)c2)cnc1C#N	-6	-10	-4	-3	-16	-2	-59	-4
COc1cccc(OC)c1-c1nnc(-c2cn(C)c3ccccc23)o1	8	3	0	11	1	17	-303	-7
O=C(Nc1cc(F)ccc1F)C1CCN(S(=O)(=O)c2cccc3nonc23)CC1	3	3	10	3	1	-8	14	5
COc1ccc(NC2=C(C(C)=O)C(c3ccc(N(C)C)cc3)C(C(C)=O)C(C)(O)C2)cc1 (stereo not drawn)	9	-2	8	-6	2	-24	10	5
Cn1cnnc1SCCC(=O)Nc1ccc(Cl)cc1	1	-1	4	-8	2	-2	22	4
NC(=O)c1cc(-c2csc(NCCc3ccccc3)n2)ccc1O	1	-4	2	0	1	14	-20	-32
Clc1nc(Cl)c2ncn(-c3ccccc3)c2n1	x	x	-2	x	-60	x	-3	1
CCc1nnc(NC(=O)C2CCN(C(=O)c3ccccc3C)CC2)s1	1	4	-3	-4	2	-5	4	-5
Cc1c(OCC(=O)N[C@@H](Cc2ccccc2)C(=O)O)ccc2c3c(c(=O)oc12)CCC3	-2	-6	-22	-6	0	-13	-3	7
Cc1cccc(CNC(=O)C2CCCN(c3nn4c(=O)cc(C)nc4s3)C2)c1 (stereo not drawn)	7	-12	12	-9	-3	-15	18	0
O=C(Nc1ccc2c(c1)OCO2)Nc1ccc(Cl)cc1Cl	4	1	8	16	2	7	15	-1
CCOC(=O)c1nnn(-c2nc(OC)nc(N3CCCC3)n2)c1-c1ccccc1	6	-2	-6	-4	0	5	20	0
CN1CCN(S(=O)(=O)c2ccc(N3CCN(c4ccc(O)cc4)CC3)c([N+](=O)[O-])c2)CC1	16	-3	72*	20	3	-5	28	6
CN(CC(=O)Nc1ccccc1Cl)C(=O)c1cccc(S(=O)(=O)N2CCN(Cc3ccccc3)CC2)c1	13	-1	0	9	2	0	-5	-1
COc1ccc(C(C(=O)NC(C)(C)C)N(C(=O)CNC(=O)c2cccs2)c2ccc(C(C)C)cc2)cc1OC (stereo not drawn)	-10	7	36	2	2	5	0	-4
NC(=O)c1nsc(C(=O)N(CCc2ccccc2)C(C(=O)NC2CCCC2)c2ccco2)c1N (stereo not drawn)	17	-11	21	4	-22	-5	-271	-7
C1=NN(c2ccccc2)C=NN1c1ccccc1	x	x	-8	x	2	x	8	-7
O=C(CCS(=O)(=O)c1cccc2nonc12)NCCc1ccccc1	-1	1	-6	11	2	8	41*	1
COc1ccc(C)cc1NC(=O)C1CCN(S(=O)(=O)c2cccc3nonc23)CC1	4	-5	8	3	10	-9	9	0
CCn1c(SCC(=O)N2CCCCC2)nc2c(c1=O)SC(C)C2 (stereo not drawn)	-2	3	-16	7	4	11	6	-4
Cc1ccc(C(=O)Nc2cccc(C(F)(F)F)c2)cc1NC(=O)c1csc(-c2ccncc2)n1	6	-8	14&15	6	-3&-4	0	-20&-20	3
CCCCOC(=O)C(C)Nc1n[nH]c(=S)[nH]c1=O (stereo not drawn)	-1	-4	-3	4	x	-10	x	2
Cc1sc(NC(=O)c2ccco2)nc1-c1ccc2c(c1)CC(C)N2C(=O)C1CC1 (stereo not drawn)	-8	4	38	17	-17	-2	-202	18
COc1ccc(-c2ccc(C#N)c(SCC(=O)NCCc3ccccc3)n2)cc1OC	5	-5	7	-6	-6	-1	-378	-12
O=S(=O)(NC(=S)NC1CCCCC1)c1cccs1	-2	-3	2	5	1	-4	3	-9
O=C(Nc1ccc(C(F)(F)F)cc1)c1csc(-c2ccncc2)n1	10	-4	20	7	-1	-7	3	-4
CCOC(=O)N1CCN(C(=O)COC(=O)C2CCN(S(=O)(=O)c3c(C)c(C)cc(C)c3C)CC2)CC1	14	1	-2	-11	-1	-24	9	-4
COc1ccc(OC)c(/C=C/C(=O)NCCc2nc3ccccc3[nH]2)c1	3	-2	-11	3	-16	-14	-390	0

As entered above.
Entry of CCn1c(SCC(=O)N2CCCCC2)nc2c(c1=O)SC(C)C2 (stereo not drawn) in HKDC1 inh: -4
Entry of CCCCOC(=O)C(C)Nc1n[nH]c(=S)[nH]c1=O (stereo not drawn) in SENP6 inh: -10
Entry of CCOC(=O)N1CCN(C(=O)COC(=O)C2CCN(S(=O)(=O)c3c(C)c(C)cc(C)c3C)CC2)CC1 in Apaf-1 inh: 14
Entry of O=C(Nc1ccc(C(F)(F)F)cc1)c1csc(-c2ccncc2)n1 in PfG6PD inh: 20

Continuation:
SMILES	Apaf-1 inh	SENP8 block-1	PfG6PD inh	SENP7 inh	SENP1 FRET inh	SENP6 inh	SENP8 block-2	HKDC1 inh
CC1Cc2ccccc2N1S(=O)(=O)c1cnc(Cl)c(Cl)c1 (stereo not drawn)	5	-1	16	-1	0	-6	17	3
Cc1ccc(S(=O)(=O)N2CCC(=O)N(CCOC(=O)Nc3ccc(F)cc3)CC2)cc1	7	-6	-5	6	2	-16	9	0
COc1ccc(CC(=O)OCC(=O)N(CC(C)C)c2c(N)n(Cc3ccccc3)c(=O)[nH]c2=O)cc1	6	4	-9	10	1	1	-2	1
CCN1CCN(C(=O)/C=C/c2ccc([N+](=O)[O-])cc2)CC1	1	1	1	-2	-1	-3	22	-11
COc1ccc(Cn2c(SCC(=O)NCc3ccco3)nc3ccsc3c2=O)cc1	-2	-4	4	0	-1	-3	21	-8
Cc1cccc(OCC(=O)N2CCN(C(=O)CCC3CCCC3)CC2)c1	-4	-6	2	8	2	7	24	-5
O=C(NCC1CCCO1)c1cccc(S(=O)(=O)N2CCCCC2)c1 (stereo not drawn)	-8	-19	-2	11	2	-14	4	-9
CC(CCc1ccco1)NC(=O)c1cc2c(-c3ccccc3F)nn(C)c2s1 (stereo not drawn)	9	3	28	1	1	2	-24	0
Cc1ccc(S(=O)(=O)N2CCC(C(=O)Nc3ccccc3N3CCCC3)CC2)cc1C	22	-10	-3	8	0	-5	19	-7
COc1ccc(C2OC34CCCCC3C(C#N)(C#N)C2(C#N)C(=N)O4)cc1 (stereo not drawn)	-7	3	10	0	-19	8	-491	1

PfG6PD inh, hit marks shown above
SMILES	PfG6PD inh	SENP7 inh	SENP1 FRET inh	SENP6 inh	SENP8 block-2	HKDC1 inh
CN1CCN(S(=O)(=O)c2ccc(N3CCN(c4ccc(O)cc4)CC3)c([N+](=O)[O-])c2)CC1	72*	20	3	-5	28	6

Later entries:
SMILES	Apaf-1 inh	SENP8 block-1	PfG6PD inh	SENP7 inh	SENP1 FRET inh	SENP6 inh	SENP8 block-2	HKDC1 inh
CCOC(=O)c1nc(C)[nH]c1C(=O)OCC	-4	3	-3	-2	3	2	-1	4
O=C(Cn1cc(S(=O)(=O)Cc2ccccc2F)c2ccccc21)N1CCOCC1	5	-3	-6	4	0	-15	1	1
N/C(=N\OC(=O)c1ccc([N+](=O)[O-])cc1Cl)c1ccccn1	3	91*	4	95*	2	96*	32	3
CN1CCN(C(=O)C2CCN(c3ncc(C(F)(F)F)cc3Cl)CC2)CC1	5	-1	-13	0	3	-8	-2	-7
O=C(C1CCCN(Cc2ccccc2)C1)N1CCCCC1 (stereo not drawn)	-4	0	5	11	2	-6	11	4
COc1ccc(Oc2ccc(C(F)(F)F)cc2NC(=O)c2ccc(OC)cc2)cc1	7	-9	41	-2	1	-16	6	1
Cc1c(NC(=O)C(C)Sc2ccc3ccccc3n2)c(=O)n(-c2ccccc2)n1C (stereo not drawn)	-2	7	4	-9	1	3	19	-9
CCOc1ccc2ccccc2c1/C=N\NC(=O)OC	5	-7	30	-7	2	-13	-12	8
Cc1cccc(-n2cnc3cc([N+](=O)[O-])ccc32)c1	8	1	42	7	-1	10	12	2
COc1ccc(C(NC(=O)CN2C(=O)NC3(CCc4ccccc43)C2=O)c2ccccc2)cc1 (stereo not drawn)	11	8	-13	0	-1	7	9	3
CCN1C(=O)c2ccccc2S(=O)c2ccc(C(=O)NCCN(CC(C)C)CC(C)C)cc21 (stereo not drawn)	7	1	8	9	0	-3	16	-5
NC(CSCc1cccc(Br)c1)C(=O)O (stereo not drawn)	13	-7	-3	-11	0	-24	4	15
CCc1ccccc1S(=O)(=O)Cc1ccc(C(=O)NCc2cccs2)o1	3	-1	-26	-2	-2	3	10	7
Cc1nc(-c2cccc(NC(=O)COc3ccc(Cl)cc3)c2)cs1	20	2	4	5	-1	-2	10	8
Cc1c(-n2cc(C(=O)O)c(=O)c3cc(F)c(N4CCCC(O)C4)c(F)c32)c(=O)n(-c2ccccc2)n1C (stereo not drawn)	-7	5	0	-3	-1	-8	-274	-10
CCS(=O)(=O)NCC(c1ccco1)N1CCN(c2ccc(F)cc2)CC1 (stereo not drawn)	3	2	-9	8	-2	0	18	2
COc1cccc(C2=NOC(C(=O)Nc3cc(OC)c(OC)c(OC)c3)C2)c1 (stereo not drawn)	3	-2	0	-7	0	-29	16	-2
C/C(=N/NS(=O)(=O)c1ccc(C)c(C)c1)c1ccncc1	8	-1	-7	-21	2	2	1	6
Fc1ccccc1Cn1cc(C(=S)N2CCOCC2)c2ccccc21	-5	0	20	6	-1	-16	18	-1
CC1CCc2nc3ccc(S(=O)(=O)N4CCC(C(=O)O)CC4)cc3c(C(=O)O)c2C1 (stereo not drawn)	7	-8	9	-10	3	-8	8	-2

Given as comma-separated lines: part of the list above.
compound,Apaf-1 inh,SENP8 block-1,PfG6PD inh,SENP7 inh,SENP1 FRET inh,SENP6 inh,SENP8 block-2,HKDC1 inh
CCCCOC(=O)C(C)Nc1n[nH]c(=S)[nH]c1=O (stereo not drawn),-1,-4,-3,4,x,-10,x,2
Cc1sc(NC(=O)c2ccco2)nc1-c1ccc2c(c1)CC(C)N2C(=O)C1CC1 (stereo not drawn),-8,4,38,17,-17,-2,-202,18

Profiles, looked up by structure. Screens in order: Apaf-1 inh, SENP8 block-1, PfG6PD inh, SENP7 inh, SENP1 FRET inh, SENP6 inh, SENP8 block-2, HKDC1 inh
CCc1ccccc1S(=O)(=O)Cc1ccc(C(=O)NCc2cccs2)o1 in the list: 3, -1, -26, -2, -2, 3, 10, 7
NC(CSCc1cccc(Br)c1)C(=O)O (stereo not drawn) in the list: 13, -7, -3, -11, 0, -24, 4, 15
Cc1nc(-c2cccc(NC(=O)COc3ccc(Cl)cc3)c2)cs1 in the list: 20, 2, 4, 5, -1, -2, 10, 8
Cc1c(-n2cc(C(=O)O)c(=O)c3cc(F)c(N4CCCC(O)C4)c(F)c32)c(=O)n(-c2ccccc2)n1C (stereo not drawn) in the list: -7, 5, 0, -3, -1, -8, -274, -10
CCS(=O)(=O)NCC(c1ccco1)N1CCN(c2ccc(F)cc2)CC1 (stereo not drawn) in the list: 3, 2, -9, 8, -2, 0, 18, 2
